UGM FP inh – M. tuberculosis UGM enzyme inhibitors, primary screen, biochemical, fluorescence polarization, single point | purified UGM, fluorescence polarization probe displacement | UDP-galactopyranose mutase (Mycobacterium tuberculosis (strain ATCC 25618 / H37Rv)), … | 320,000 compounds, 0.06% hits | inhibition, % at 10 µM; in the data active means inhibition above about 10%, passing the limit was not always enough; inconclusive means no clear call, values can overlap the other calls
Target sequence (P9WIQ1 whole entry, looked up): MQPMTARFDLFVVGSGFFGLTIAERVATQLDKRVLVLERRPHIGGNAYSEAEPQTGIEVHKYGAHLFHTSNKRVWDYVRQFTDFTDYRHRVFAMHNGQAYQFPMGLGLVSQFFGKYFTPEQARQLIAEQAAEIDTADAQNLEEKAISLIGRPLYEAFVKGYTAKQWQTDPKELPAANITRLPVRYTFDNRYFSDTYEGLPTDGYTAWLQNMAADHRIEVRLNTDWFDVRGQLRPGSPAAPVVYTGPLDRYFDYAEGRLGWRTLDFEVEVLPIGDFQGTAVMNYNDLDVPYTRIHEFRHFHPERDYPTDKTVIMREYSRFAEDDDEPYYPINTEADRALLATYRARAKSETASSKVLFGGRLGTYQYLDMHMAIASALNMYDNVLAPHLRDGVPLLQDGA
FadD28 binding – inhibitors of FadD28 bisubstrate probe binding, primary screen, biochemical, fluorescence polarization, single point; Mycobacterium tuberculosis FadD28 fatty-acid-AMP ligase; inhibition, % at 12.5 µM; 360,000 compounds, 0.22% hits; in the data active means inhibition above about 8.5%, passing the limit was not always enough; inconclusive means no clear call, values can overlap the other calls
CCHFV vOTU inh – CCHFV vOTU protease inhibitors, primary screen, biochemical, Pep-AMC substrate, fluorescence; 370,000 compounds, 0.55% hits; inhibition, % at 11.5 µM; Crimean-Congo hemorrhagic fever virus L polyprotein viral ovarian tumor (vOTU) protease …; further: 0% = vehicle wells with enzyme and 100% = no enzyme wells
BoNT A protease – BoNT/A light chain protease inhibitors, primary screen, biochemical, flow cytometry, MLPCN library; multiplex microsphere protease substrate cleavage; AID 588499, 2011; inhibition, % at 10 µM; 360,000 compounds, 0.17% hits; in the data active means inhibition above about 30%; inconclusive means no clear call, values can overlap the other calls; further: plate controls were buffer without enzyme for full effect and enzyme alone for no effect
BoNT F protease – BoNT/F light chain protease inhibitors, primary screen, biochemical, flow cytometry, MLPCN library | Multiplex microsphere protease cleavage assay | inhibition, % at 10 µM | Botulinum neurotoxin type F light chain protease (Clostridium botulinum) | 360,000 compounds, 0.22% hits; in the data active means inhibition above about 35%, passing the limit was not always enough; inconclusive means no clear call, values can overlap the other calls; further: plate controls were buffer without enzyme for full effect and enzyme alone for no effect
PrPC TRFRET – inhibitors of human cell surface prion protein PrPC, primary screen, cell-based, TR-FRET | AID 720596, 2013 | inhibition, % at 13.8 µM | 370,000 compounds, 0.43% hits | TR-FRET read-out | Major prion protein (Homo sapiens), P04156; in the data active means inhibition above about 24%; further: 0% = median of the test wells and 100% = reference compound wells
FBA Mtb inh – Mtb FBA enzyme inhibitors, primary screen, biochemical, fluorescence, strain H37Rv. purified M. tuberculosis FBA, fluorescence read-out. inhibition, % at 1 µM. AID 588726, 2011. Fructose-bisphosphate aldolase (Mycobacterium tuberculosis (strain ATCC 25618 / H37Rv)), …. 360,000 compounds, 2.3% hits; in the data active means inhibition above about 27%;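 further: 0% = vehicle and 100% = reference inhibitor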
Target sequence (P9WQA3 whole entry, looked up): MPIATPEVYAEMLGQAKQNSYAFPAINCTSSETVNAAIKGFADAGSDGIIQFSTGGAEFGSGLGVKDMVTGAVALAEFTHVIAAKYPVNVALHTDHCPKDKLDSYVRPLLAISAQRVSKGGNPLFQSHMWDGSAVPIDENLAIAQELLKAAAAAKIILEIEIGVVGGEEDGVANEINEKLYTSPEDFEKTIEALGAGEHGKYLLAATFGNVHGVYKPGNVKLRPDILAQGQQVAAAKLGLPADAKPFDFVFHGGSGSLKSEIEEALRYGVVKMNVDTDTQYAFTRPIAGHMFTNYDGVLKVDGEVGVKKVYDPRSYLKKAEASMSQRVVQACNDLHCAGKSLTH
Mtb BioA inh – M. tuberculosis BioA enzyme inhibitors, primary screen, biochemical, plate reader, single point, HTS | 7,8-diaminopelargonic acid synthase BioA (Mycobacterium tuberculosis) | purified M. tuberculosis BioA enzyme | inhibition, % at 9.99 µM | 360,000 compounds, 0.096% hits | AID 602481, 2012; in the data active means inhibition above about 40%; inconclusive means no clear call, values can overlap the other calls
GDH-TPI counter – GDH-TPI coupling enzyme inhibitors, primary screen, artefact control for M. tuberculosis FBA inhibitor project, biochemical, absorbance, full deck. AID 588335, 2011. GDH-TPI coupled enzyme counterscreen, NADH absorbance. inhibition, % at 4.8 µM. 360,000 compounds, 1.2% hits;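 further: 0% = DMSO wells and 100% = wells lacking the enzyme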
An asterisk follows results filed as active; ? = inconclusive; · = no result given; & = joins results of further samples. Unless noted, no stated cut-off is given here; in the data, active means inhibition above about 30%; inactive means the rest. No enrichment for hits. Share with any hit: about 4.8%.

SMILES	UGM FP inh	FadD28 binding	CCHFV vOTU inh	BoNT A protease	BoNT F protease	PrPC TRFRET	FBA Mtb inh	Mtb BioA inh	GDH-TPI counter
CC(C)(C)OC(=O)N1CCC(C(=O)N2CCCCCC2)CC1	-0.2	-1.1	-8	0.3	2	1	-5	-2.1	0
CSc1nc(-c2ccccc2)nn1S(=O)(=O)c1ccc(Cl)cc1	0.5	0.7	-9	-0.2	-4	-5	6	-0.9	-4
Cc1sc(NC(=O)CN(Cc2ccccc2)C(=O)C(C)C)c(C(N)=O)c1C	0.3	-2.3	-3	-0.2	-4	8	0	·	-6
CC(C)C(=O)N=c1sc2cc(F)cc(F)c2n1C	0.1	0.0	11	-1.2	-9	-9	3	-1.6	-1
Cc1cc(C)n(C)c(=O)c1C#N	0.2	-2.3	-19	-1.2	-1	3	4	·	7
CC(c1ccccc1)n1cc(C(=O)NCc2ccccn2)nn1 (configuration not stated)	-0.2	0.3	-1	-0.9	-16	5	4	-2.0	-1
CCOC(=O)C1CCN(S(=O)(=O)c2c[nH]c(=O)[nH]c2=O)CC1	-0.7	0.6	-5	-4.1	?	6	2	-4.0	4
CCOc1ccc(S(=O)(=O)N2CCC(C(=O)N3CCOCC3)CC2)cc1Cl	-1.2	·	14	-1.2	-2	0	2	0.0	3
CC(C)[C@H](NC(=O)OC(C)(C)C)c1nnc(S(=O)(=O)Cc2c(F)cccc2Cl)o1	-3.2	-3.1	-5	-1.3	4	30*	-3	0.6	3
O=C(Cc1cccs1)NC1CCCC1	-3.1	0.4	4	0.0	-4	0	0	·	-3
C#CCSc1nnc(-c2sc3ccccc3c2Cl)o1	1.2	-2.0	6	-0.6	-1	4	4	-1.7	14
COc1cccc(C(=O)Cn2c(=N)n(C)c3ccccc32)c1	0.8	-2.5	5	0.8	-1	1	3	2.3	-9
O=C(COc1ccc2c(c1)OCO2)Nc1cccc(F)c1	1.0	·	14	-3.4	-7	0	0	·	3
O=C(/C=C/c1c(F)cccc1Cl)c1ccc(O)cc1	-0.6	-3.0	1	-0.2	-2	-3	-7	·	23
O=C1N[C@@H](Cc2c[nH]c3ccccc23)COC(=O)[C@H](Cc2ccc(F)cc2)C/C=C\C[C@@H]1CC(=O)N(CCO)Cc1ccccc1	0.0	-3.2	-4	-0.3	-2	3	1	-2.1	-11
N#Cc1ccc(-c2ccco2)nc1SCc1ccccc1	-1.7	-3.2	-20	0.5	-7	1	6	-0.7	6
CCCCCn1nc(C(=O)N2CCc3ccccc32)c2ccccc2c1=O	-6.1	·	4	0.7	4	4	1	-0.7	7
Cc1nn(-c2ccccc2)c(C)c1/C=N/Nc1nc2ccccc2[nH]1	-1.5	-1.7	7	-0.5	-26	-1	-1	18	10
O=C(NC(=S)N(Cc1ccccc1)c1ccccn1)C1CC1	-1.0	-0.7	-2	-0.6	2	-5	2	-0.4	7
COc1cc(C(=O)NNC(=O)C2CC=CCC2C(=O)O)cc(OC)c1OC (configuration not stated)	0.7	-2.7	-3	0.6	-2	8	-5	·	-5
COc1ccc(OC)c(NC(=O)CSc2nnc(CCCO)n2-c2ccccc2)c1	0.8	-0.1	-2	-0.8	1	-8	3	6.3	0
O=C(NNC1=C(C(=O)C(F)(F)F)CCC1)c1ccc(Cl)cc1	-3.9	-7.2	-4	0.1	-11	2	2	·	9
O=C(c1cccn(Cc2cccc(Cl)c2)c1=O)N1CCOCC1	0.4	-3.2	1	0.9	-14	-2	-1	-0.9	-10
CSCC(=O)Nc1nc(-c2ccc3c(c2)OCCO3)cs1	0.5	-2.7	10	-1.4	3	1	-1	·	-5
CC1Cc2ccccc2N1CC(=O)Nc1cccc(S(N)(=O)=O)c1 (configuration not stated)	-1.2	1.8	3	2.2	0	-1	0	-3.8	-3

The last two records of the section before open the next one:
SMILES	UGM FP inh	FadD28 binding	CCHFV vOTU inh	BoNT A protease	BoNT F protease	PrPC TRFRET	FBA Mtb inh	Mtb BioA inh	GDH-TPI counter
CSCC(=O)Nc1nc(-c2ccc3c(c2)OCCO3)cs1	0.5	-2.7	10	-1.4	3	1	-1	·	-5
CC1Cc2ccccc2N1CC(=O)Nc1cccc(S(N)(=O)=O)c1 (configuration not stated)	-1.2	1.8	3	2.2	0	-1	0	-3.8	-3
O=C(O)CCC1OC(=O)C(O)=C1c1ccccc1 (configuration not stated)	0.1	-2.4	-7	-0.3	-3	8	1	-0.3	10
CCCc1cc(N2CCCC2)n2nc(C)c(-c3ccccc3)c2n1	-0.5	-0.4	-10	-0.9	-12	0	7	0.5	18
CCOC(=O)c1c(NC(=O)COC(=O)C2CC2C)sc(C)c1C (configuration not stated)	-4.6	-2.9	11	3.3	5	4	7	·	-5
C/C(N)=C(/C#N)C(=O)CSc1nnc(NC(C)C)s1	0.2	-1.1	10	-2.7	-13	5	2	·	20
Cc1ccc(S(=O)(=O)N2CCOCC2)cc1NC(=O)COC(=O)c1ccc2c(c1)OCCO2	-3.1	-1.4	7	-0.7	-2	-4	0	·	1
Cc1cc(C)c(S(=O)(=O)CCC(C)C)c(=O)[nH]1	0.1	-4.4	-6	-0.5	-6	-2	1	·	1
CCCCCCSc1cccc(-c2nc3ccc(Cl)cn3c2NCCCC)c1	·	-1.7	-4&1	-0.5&-1.3	-8&-10	4&0	0	0.3	2
CC(C)(C)CN1CCN(CCCc2ccccc2)C(CCO)C1 (configuration not stated)	-2.0	-3.6	-8	-1.5	30	-3	2	1.3	-3
COc1cc(C(O)c2nc(-c3cccc(F)c3)cs2)ccc1F (configuration not stated)	·	0.3	3	-0.2	-4	-1	4	1.7	5
O=c1c2[nH]c3ccc(F)cc3c2ncn1CC1CCCO1 (configuration not stated)	-1.3	-0.6	·	1.0	0	·	7	-6.1	10
O=C1C2CCCCC2C(=O)N1c1ccc(S(=O)(=O)Nc2ncccn2)cc1 (configuration not stated)	0.6	0.9	-3	0.6	-2	3	2	0.1	-9
COc1ccc(-c2oc3cc(OC)c(O)c(OC)c3c(=O)c2OC)cc1O	-1.8	-3.7	10	-0.5	-5	-23	-8	-1.1	12
COc1ccc(NC(=O)CCN2CCC(C)CC2)cc1	-3.1	-1.5	-2	-0.3	-12	-1	2	0.5	6
Cc1ccc(C)c(N(CC(=O)NCc2ccco2)C(=O)CNS(=O)(=O)c2ccccc2)c1	-1.3	-1.5	-1	0.7	11	-3	0	0.0	-8
O=C(CC1NC2CCCCC2NC1=O)Nc1cccc(C(F)(F)F)c1 (configuration not stated)	2.0	-2.3	-17	-1.6	-13	4	-5	1.1	4
CCO[C@@H]1OC(C(=O)NC2CC2)=C[C@H](C(C)(C)C)[C@H]1CCCO	2.3	-3.4	-7	-0.3	1	3	-6	-0.2	14
CCOc1ncccc1C(=O)OC(C)C(=O)Nc1ccc(Cl)cn1 (configuration not stated)	·	-0.9	0	3.5	1	0	3	-2.9	8
Nc1ccc2c(c1)N1CCN=C1S2	2.2	-1.0	-3	1.1	-12	6	1	2.0	18
CC(C)CCNC(=O)COc1ccc2c3c(c(=O)oc2c1)CCC3	-2.2	2.2	-8	1.4	0	4	11	·	20
Cc1noc(C)c1C(=O)N1CCC1(C)C(=O)NS(=O)(=O)c1cccc(F)c1 (configuration not stated)	·	-0.3	-3	-0.5	-10	-8	0	0.2	10
COc1cc2sc3ccc(-c4ccc(CN5CCOCC5)cc4)cc3c(=O)c2cc1OC	1.7	-8.6	0	5.1	0	-12	18	1.8	3
CCn1cc(C=C2C(=O)NC(=O)NC2=O)c2ccccc21	0.1	1.5	2	-2.2	-8	-1	-9	-4.5	6
CCOC(=O)C1=CN(Cc2cccc(F)c2)S(=O)(=O)NC1c1ccc(F)c(Cl)c1 (configuration not stated)	·	-0.7	8	-0.1	1	6	2	10	4
O=C(COc1ccccc1F)Nc1ccc(S(=O)(=O)Nc2nccs2)cc1	1.3	-2.5	4	-2.2	-2	-2	2	0.3	4
CC(C)(C)OC(=O)C(C(=O)OC(C)(C)C)c1ccc(Cl)nn1	-2.3	-2.0	5	-0.6	-6	5	1	2.4	-12
Next section:
SMILES	UGM FP inh	FadD28 binding	CCHFV vOTU inh	BoNT A protease	BoNT F protease	PrPC TRFRET	FBA Mtb inh	Mtb BioA inh	GDH-TPI counter
C#CCOc1c(Cl)cc(/C=N/O)cc1OC	0.2	-2.1	-9	-0.2	2	-4	0	·	5
Fc1ccc(-n2nnc(-c3cccnc3Cl)n2)cc1	-0.3	-1.9	2	0.7	11	0	2	-4.2	21
CN1CCN(S(=O)(=O)c2ccc(NC(=O)c3ccc(Br)o3)cc2)CC1	0.7	-1.3	0	-0.8	0	11	0	0.5	4
CCCc1nc2ccccc2c(=O)n1NC(=O)c1c(O)c2cccc3c2n(c1=O)CCC3	0.6	-2.1	-11	-0.4	-4	-2	0	·	-5
COc1ccc(C2CC(=O)c3cc(OC)c(OC)cc32)cc1OC (configuration not stated)	2.2	0.2	1	-1.2	1	-4	1	4.4	-7
COc1ccccc1N1C(=O)C2C(C(=O)c3ccccc3)=NN(c3ccccc3OC)C2C1=O (configuration not stated)	1.3	-4.5	-13	?	?	-5	-5	·	12
CCOCCCNC(=O)c1cn(C)c2ccc(S(=O)(=O)N3CCCCC3)cc2c1=O	1.2	-1.0	0	-0.4	6	-1	1	0.7	7
O=C(NCc1ccco1)NC12CC3CC(CC(C3)C1)C2	2.6	-1.6	-6	-1.0	1	-4	1	0.7	9
COC(=O)c1ccc(CSc2ncn[nH]2)o1	-1.0	-1.8	-1	?	-3	-4	3	-0.3	1
CCC(C)NC(=O)CSc1n[nH]c(=O)n1CCc1ccccc1 (configuration not stated)	-0.8	-3.5	9	-3.1	-9	-4	0	-1.2	8
O=C(CN1C(=O)c2cccc3cccc1c23)Nc1ccc(S(=O)(=O)Nc2nccs2)cc1	1.5	·	13	-0.4	-5	-15	5	·	7
Cc1ccc(S(=O)(=O)NC(C)(C)CN2CCCCC2)cc1	0.8	-1.6	4	-3.3	-42	-8	5	0.4	9
Cn1c(=O)c2c(nc(NCc3ccc4c(c3)OCO4)n2Cc2ccccc2)n(C)c1=O	-1.2	-1.5	3	0.4	-2	18	8	2.6	4
CCC(C)(C)C(=O)Nc1cc([N+](=O)[O-])ccc1Cl	0.3	-2.3	-12	-0.6	-3	0	-1	·	8
COCC(=O)Nc1cccc2ccccc12	-0.7	-4.3	7	3.5	21	-2	-3	·	-4
C[C@@H]1CN([C@H](C)CO)C(=O)CCCn2nncc2CO[C@H]1CN(C)C(=O)Oc1ccc2ccccc2c1	·	-3.2	8	-0.1	5	2	-2	0.0	-8
CC(C)Nc1nc(NC(C)C)nc(Oc2ccc(OCc3ccccc3)nn2)n1	1.6	-2.0	15	-0.4	-8	-3	-3	0.4	2
COc1cc(OC)cc(C(=O)Nc2ccc(-c3nc4ccccc4o3)cc2)c1	2.4	-4.6	-5	0.7	8	-1	1	-1.1	2
Cn1c(CN2CCOCC2)nnc1SCC(=O)Nc1ccc2c(c1)OCCO2	-2.0	-0.1	-15	-0.4	-3	-2	4	-2.2	29
CCN1CCN(Cc2c3ccccc3cc3ccccc23)CC1	-2.5	-2.0	-32	6.0	?	-8	2	-1.2	13

Taken from above.
In FadD28 binding, `COc1ccc(C2CC(=O)c3cc(OC)c(OC)cc32)cc1OC` (configuration not stated) reads 0.2
In GDH-TPI counter, `O=C(Cc1cccs1)NC1CCCC1` reads -3
In BoNT F protease, `O=C1C2CCCCC2C(=O)N1c1ccc(S(=O)(=O)Nc2ncccn2)cc1` (configuration not stated) reads -2
